Screening results: PubChem, Sanford-Burnham Center for Chemical Genomics
LYP phosphatase: inhibitors of LYP phosphatase, biochemical, fluorescence intensity, uHTS (AID 1779). inhibition, % at 11.5 µM; hits with a dose series show IC50 in µM. hit rate 0.054% among 290,000. recombinant LYP phosphatase, fluorescence intensity; higher % means a stronger effect; in the data active = inhibition above about 50%;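 also: plate controls were vehicle with enzyme for no effect and no enzyme for full effect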
Active calls of the source: *.

LYP phosphatase,Molecule
-1.4%,CC1CN(c2nc(Nc3ccccc3F)nc(N)c2[N+](=O)[O-])CC(C)O1 (configuration not stated)
-8.5%,O=C(NCCN1CCOCC1)/C(=C\c1ccc(F)cc1)NC(=O)c1ccccc1
-9.4%,CCn1ccnc1CNC(=O)CC1C(=O)NCCN1CCCc1ccccc1 (configuration not stated)
-6.4%,Cc1ccc(C(=O)OC(C)C(=O)NC2CCCCC2C)cc1S(=O)(=O)N1CCCCC1 (configuration not stated)
-11.4%,Cc1cc(C)cc(NC(=O)Cn2nnc(C(=O)NCc3ccccc3Cl)c2N)c1
-10.0%,COCCn1c(N)c(NCc2ccccc2)c(=O)[nH]c1=O
-4.6%,COc1ccc2c(c1OC)C(=O)N(c1ccc(F)cc1)C2
-13.4%,CN(CCNC(=O)C1CCCN(c2ncnc3c2nc2n3CCCCC2)C1)Cc1ccccc1 (configuration not stated)
-0.1%,COc1cc(Cl)c(CN2CCC(CCC(=O)NC3CC3)CC2)cc1OC
-7.3%,COc1cccc(C(=O)NNC(=O)/C=C/c2ccccc2)c1
-1.1%,CCN(CC(=O)NCc1ccc(Cl)cc1)C(=O)c1oc2ccccc2c1C
-6.4%,COc1ccc(C(=O)NC2CC2)cc1OC1CCN(C/C=C/c2ccccc2)CC1
-9.4%,Cc1cc(COc2ccccc2)oc1C(=O)O
1.4%,Cn1cc(C(=O)N2CCCCCC2)c(=O)c2cc(S(=O)(=O)N3CCCCC3)ccc21
-6.6%,CN(C(=S)NC(=O)c1ccc(Cl)cc1)C1CCCCC1
-8.9%,COc1ccc(CCNC(=O)CSc2nnc(CNC(=O)c3c(F)cccc3Cl)o2)cc1OC
-7.2%,COc1ccccc1-c1nc(C#N)c(N2CCN(C(=O)c3ccco3)CC2)o1
-11.4%,NC(=O)c1nsc(C(=O)N(Cc2ccc(F)cc2)C(C(=O)NCC2CCCO2)c2ccc(O)cc2)c1N (configuration not stated)
-2.0%,CC(C)c1ccc(/C=C2\SC(=S)N(CC(=O)NCCCN3CCOCC3)C2=O)cc1
-14.4%,O=[N+]([O-])c1ncccc1OCc1ccc(Br)cc1F
-8.5%,NC(=O)c1cc(S(=O)(=O)NCCc2ccc(Cl)cc2)cs1
-6.3%,Cc1ccc(C)c(NC(=O)CCN2C(=O)c3ccccc3C2=O)c1
-4.9%,COc1ccc(Cl)cc1NC(=O)CN(C)C(=O)CCCc1c[nH]c2ccccc12
-13.9%,O=C(O)C1(c2ccccc2)CCC(Nc2ccccc2)C1 (configuration not stated)
-3.2%,COc1cccc(CC(=O)N2CCC(n3nccc3NC(=O)C3CCOC3)CC2)c1 (configuration not stated)
-3.9%,CN(C)CCN(C(=O)c1cccs1)c1nc2cc3c(cc2s1)OCCO3
-11.3%,Cc1nn(C(C)C(=O)NC(C)CCc2ccccc2)c(=O)c2cc3occc3n12 (configuration not stated)
-10.1%,O=[N+]([O-])c1cccc(CN2CCN(Cc3ccco3)CC2)c1
-2.2%,Cc1ccc(S(=O)(=O)N2CCC(C(=O)N3CCC[C@H]3C(=O)NCC(C)C)CC2)cc1
-0.4%,CN(C)CCCN(C(=O)c1cc(-c2cccs2)nc2ccccc12)c1nc2ccc(F)cc2s1
-0.7%,COc1ccc(C2=NS(=O)(=O)N(C)C(C(=O)NCc3ccc4c(c3)OCO4)=C2)cc1
-1.8%,Cn1c(N2CCN(C(c3ccccc3)c3ccccc3)CC2)nc2c1c(=O)[nH]c(=O)n2C
-11.0%,CN(C)c1ccc(C2NC(=O)c3ccccc3N2)cc1 (configuration not stated)
-2.9%,COc1cc(C(=O)N/N=C/c2coc3ccc(Cl)cc3c2=O)ccc1O
-9.7%,C=CCOc1ccccc1CN1CCC(n2nccc2NC(=O)c2ccccc2)CC1
-6.3%,COc1ccc(N2C(=O)CSC2c2ccc([N+](=O)[O-])cc2)cc1 (configuration not stated)
-4.1%,CN1C(=O)N(c2ccc(Cl)cc2)C(C)(O)CC1(C)C (configuration not stated)
-6.9%,CCn1c(=O)c2sccc2n(Cc2ccccc2)c1=O
-6.4%,COc1ccc(N=C2C(=O)Nc3ccc(C)c(Br)c32)cc1
-6.7%,Cc1nc(N)c(C#N)c(-c2ccc3c(c2)OCO3)c1C
-2.9%,COc1ccc(OC)c(-c2nn(-c3ccccc3)cc2C(=O)NCC2CCCO2)c1 (configuration not stated)
-4.8%,Cc1ccc(NS(=O)(=O)c2cccc3cccnc23)cc1Cl
-5.1%,CC(=O)c1ccc(N2CCN(C(=O)c3cc(-c4ccncc4)nc4ccc(Br)cc34)CC2)cc1
-8.5%,CN1CCN(c2ccc(CNS(=O)(=O)c3ccc(F)cc3Cl)cc2)CC1
-6.9%,Cc1cccc(C)c1OCCCCN1CCCCC1
-5.2%,O=C(NCCCn1ccnc1)/C(=C/c1ccc(F)cc1)NC(=O)c1ccccc1
-0.8%,C=C(C)CCC(C)N1CCC(n2nccc2NC(=O)CCOc2ccccc2)CC1 (configuration not stated)
-3.7%,COc1ccc(OC(C)C(=O)N(C)Cc2nc(-c3cccc(C)c3)no2)cc1 (configuration not stated)
-9.2%,C/C(=N\NC(=O)c1nnn(-c2nonc2N)c1COc1ccc(F)cc1)c1ccc(Cl)cc1
-8.7%,Cc1ccc(C(=O)NCc2ccc(F)cc2)cc1NC1=NC2CS(=O)(=O)CC2S1 (configuration not stated)
-5.1%,CCc1ccc(S(=O)(=O)N2CCN(c3ccccc3OC)CC2)cc1
-3.9%,COc1ccc(CNCCC(c2ccccc2)c2ccc(OC(C)C)cc2)cc1OC (configuration not stated)
-10.0%,CC(=O)c1ccc(NC(=O)c2cc(CC(C)C)nc3ccccc23)cc1
-9.8%,Cc1nn(C(=O)CCC(=O)NCc2cccc(F)c2)c2ccccc12
-6.7%,O=C(Nc1ccc2ncccc2c1)c1ccccc1Br
-7.3%,Cc1ccc(C(=O)N/C(=C/c2ccco2)C(=O)NCc2ccco2)cc1
0.5%,O=C(Nc1ccc(S(=O)(=O)Nc2ncccn2)cc1)c1ccccc1Cl
-10.7%,COC(=O)c1cccc(C(=O)N2CCCC(Nc3ccc4c(c3)OCCO4)C2)c1 (configuration not stated)
-5.2%,O=C(CN(Cc1ccc(F)cc1)C(=O)CCC(=O)Nc1nccs1)NCc1ccccc1
-3.9%,CC(=O)NC(Cc1ccc(F)c(F)c1)C(=O)NC1CCN(C(=O)c2ccc(Cl)cc2)CC1 (configuration not stated)

Continued.
LYP phosphatase,Molecule
-6.7%,COc1ccc(N(CC(=O)NC2CCCCC2)C(=O)c2snc(C(N)=O)c2N)cc1
-10.3%,Cc1cc(Cl)c2oc(C(=O)N3CCN(c4ccncc4)CC3)c(C)c2c1
-3.5%,CCN(CC)CCCNC(=O)c1cc(-c2ccc3c(c2)OCO3)on1
-6.9%,CCc1ccc(OCCOC(=O)Nc2ccccc2)cc1
0.9%,Cc1ccc(N2C(=O)C(Cl)=C(N3CCCCCC3)C2=O)cc1
-7.3%,COc1ccc(-c2nonc2NC(=O)c2ccco2)cc1OC
-7.2%,O=C(CCNC(=O)C1CCN(S(=O)(=O)c2ccccc2)CC1)Nc1cccc(C(F)(F)F)c1
-11.8%,Cn1ccc(C(=O)Nc2cccnc2Cl)n1
-13.2%,Cc1ccc2c(c1)N(C(=O)CCC(=O)NC1CCCCCC1)CC(C)O2 (configuration not stated)
-9.4%,O=C(CSc1nnc(NC(=O)c2ccco2)s1)Nc1ccc(F)cc1F
-6.2%,CC(C)NC(=O)Cn1c(SCC(=O)NC2CCCC2)nc2ccccc21
-0.9%,C/C(=N\NC(=S)NCCc1ccccc1)c1ccc(Cl)cc1Cl
-3.3%,COC(=O)c1c(NC(C)=O)sc(C(=O)N2CCOCC2)c1C
-10.4%,CCOC(=O)[C@@H]1[C@H]2COc3ccc(Br)cc3[C@@H]2N2C(=O)N(c3ccc(F)cc3)C(=O)[C@]12C
-9.9%,COc1ccc(NC(=O)c2cnc(SC)nc2)cc1
-8.0%,Cc1nc(C)n(CC(=O)c2ccc(Cl)cc2Cl)n1
-3.4%,COc1ccc(COC(=O)N/N=C/c2cccs2)cc1
-5.6%,CC(C)OCC(O)CN1CCN(CCN2C(=O)c3cccc4cccc(c34)C2=O)CC1 (configuration not stated)
-3.4%,COc1ccc(NCCC(O)c2ccc(Cl)cc2)cc1 (configuration not stated)
-8.1%,CN(C)Cc1c(C(=O)N/N=C/C2CC=CCC2)nnn1-c1nonc1N (configuration not stated)
-10.2%,O=C(Nc1nnc(-c2ccccc2Cl)s1)c1ccccc1F
0.4%,CCCC(=O)Nc1cc(C)cn(Cc2c(F)cccc2Cl)c1=O
-4.7%,COc1ccccc1CNC(=O)CCC(=O)N1CCOc2ccc(C)cc21
-5.1%,Cc1c(-c2ccc(OCc3ccccc3)cc2)nc2ccccc2c1C(=O)O
-11.4%,CC1CCCC(NC(=O)CCC(=O)NCc2ccccc2)C1C (configuration not stated)
-9.1%,O=C(NCCO)C(=O)NCC1OCCCN1S(=O)(=O)c1cc(F)ccc1F (configuration not stated)
-5.6%,O=C(Nc1n[nH]c(=S)s1)c1ccc2ccccc2c1
-8.3%,Cc1ccc(S(=O)(=O)N2CCC3(CC2)OCCO3)c(C)c1
-6.3%,COC(=O)c1ccccc1S(=O)(=O)NNC(=O)c1ccccc1-n1cccc1
-9.9%,COCCNC(=S)N(CCc1c(C)[nH]c2ccc(F)cc12)Cc1cccnc1
-8.9%,COc1cc(CC(NC(C)=O)C(=O)NC2CCN(C(=O)Nc3ccccc3C)CC2)cc(OC)c1 (configuration not stated)
-5.9%,CC(C)(C)c1ccc(/C=N/NC(=O)C[n+]2ccccc2)cc1
-9.6%,COC(=O)c1ccc(CN2CCCC(CO)(Cc3ccc(F)cc3F)C2)cc1 (configuration not stated)
-3.5%,CCN(CC(=O)NCc1ccc(F)cc1)C(=O)CN1CCN(c2cc(Cl)ccc2C)CC1
-6.8%,COc1ccc(-n2c(C)c(C)c3c(NCCCN(C)C)ncnc32)cc1
-9.3%,Cc1cc(C)cc(C(=O)NC(CC(N)=O)c2ccc(N3CCC(N4CCCCC4)CC3)c([N+](=O)[O-])c2)c1 (configuration not stated)
-3.8%,COc1cccc(NC(=O)N2CCCC2C(=O)NCc2ccco2)c1 (configuration not stated)
-10.6%,O=C(NNS(=O)(=O)c1ccc(F)cc1)c1ccc(O)cc1
-4.8%,Cc1ccc2nc(Nc3ccccc3)c(C=O)c(=O)n2c1
-10.4%,CCc1cccc(N(C(=O)c2csnn2)C(C(=O)NC2CCCC2)c2cccnc2)c1 (configuration not stated)
-3.7%,CCOc1ccccc1N(C)C(=O)c1sc2ncn(CC(=O)N3CCCCC3C)c(=O)c2c1C (configuration not stated)
-5.3%,Cc1nn(-c2ccccc2)c(Cl)c1C(=O)NCc1ccccc1F
-11.3%,COc1ccc(CCNC(=O)CCS(=O)(=O)Cc2ccccc2C)cc1OC
-1.4%,O=C(CCCn1ncn2c(cc3occc32)c1=O)NCc1cccc(Cl)c1
-3.6%,COc1ccc(-c2cc(C(=O)N3CCN(c4ccccc4OC)CC3)no2)cc1
-1.4%,CCN1CCN(C(=O)CS(=O)Cc2nc(-c3cccc(C)c3)oc2C)CC1 (configuration not stated)
-17.4%,Nc1ccc(CCn2ccnc2)cc1
-10.9%,Cc1ccc(-n2nc3c(=O)n(CC(=O)NC4CCCCC4)nc(C)c3c2C)cc1
-2.7%,CN(C(=O)C1CCC(=O)N(CCCN2CCCC2=O)C1)C(C1CC1)C1CC1 (configuration not stated)
-12.9%,CC(=O)c1cccc(NC(=O)CN(C)S(=O)(=O)c2ccc3c(c2)CC(C)N3C(C)=O)c1 (configuration not stated)
-2.7%,CCOC(=O)N1CCN(C(=O)Cn2nc(C)n3nc(-c4ccc(CC)cc4)cc3c2=O)CC1
-8.0%,COc1cccc(C(=O)NN=C2CCCC2)c1
-10.7%,CN(C(=O)c1ccco1)c1nc(-c2ccccc2)cs1
-8.6%,O=C(CCNS(=O)(=O)c1ccccc1)Nc1ccccc1
-9.6%,O=C(NCCN1CCOCC1)c1cccc(S(=O)(=O)N2CCCC2)c1
-11.1%,Cn1c(=O)c(=O)n(C)c2cc(N3CCOCC3)c(NS(=O)(=O)c3ccc(Br)cc3)cc21
-5.1%,COc1cccc(CNC(=O)C2CCC(=O)N(C3CC3)C2)c1OC (configuration not stated)
-3.7%,COc1cccc(-n2c(O)c(C=NCc3ccccn3)c3ccccc3c2=O)c1

These rows are one share of the data; count on the stated rates, not on these rows.
